Compound activity from PubChem.
D3 ag: activates the human D3 dopamine receptor | max activation, % | actives 0.58% (n = 410,000) | AID 652048 | D3R DiscoveRx beta-arrestin cells, luminescence, 90 min | P35462; in the data active = max activation above about 30%; note: 0% is about no effect; mostly tested at two doses, the higher about 12 µM
Target sequence (P35462 whole entry, looked up): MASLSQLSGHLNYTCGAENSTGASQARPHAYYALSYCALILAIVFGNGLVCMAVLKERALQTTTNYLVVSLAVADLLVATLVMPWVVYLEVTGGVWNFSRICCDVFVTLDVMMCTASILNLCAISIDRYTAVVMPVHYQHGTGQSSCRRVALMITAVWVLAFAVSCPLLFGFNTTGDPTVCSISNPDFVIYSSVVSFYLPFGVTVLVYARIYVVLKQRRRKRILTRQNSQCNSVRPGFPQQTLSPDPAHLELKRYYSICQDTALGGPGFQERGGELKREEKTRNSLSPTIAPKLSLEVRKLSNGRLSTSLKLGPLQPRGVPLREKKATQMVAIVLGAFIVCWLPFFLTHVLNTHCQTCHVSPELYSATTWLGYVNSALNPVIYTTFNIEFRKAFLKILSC
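Cells at 1500/well, incubated overnight, then treated with pinned compounds (dopamine as control) for 90 min at 37 degrees C. DiscoveRx reagent added for 30 - 60 minutes at room temperature; luminescence read.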
EPAC2 antag: blocks human EPAC2 exchange factor; Q8WZA2; actives 0.18% (n = 360,000); Potency, µM (series often up to 114 µM), inactives show at the highest dose activity, negative = inhibition, most hits filed as inhibitors; AID 720708; EPAC2 GEF exchange of Rap1B-BODIPY-GDP, fluorescence; note: potency is the fitted concentration of half-maximal effect; % is set by controls: 0 for no effect and ±100 for the full control effect; nearly all actives have a fitted effect of over 45% in size; many of its hits are not listed in these tables
TDP43 rescue: TDP-43 toxicity inhibition in yeast. TDP-43 expressing yeast growth rescue, BacTiter-Glo, 24 h. Potency, µM (highest dose often 46.1 µM), without a hit: at the highest dose growth rescue (activation), usual class: activators. actives 1.8% (n = 410,000); note: potency is the fitted concentration of half-maximal effect; % of control where 0% means no effect; nearly all actives have a fitted effect of over 50% in size
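In this qHTS, compounds that restore growth of yeast expressing TDP-43 appear as activators. Cells (OD600=0.02, galactose medium, raffinose-pregrown) are incubated with compound 24 hr at 30 deg C and growth is quantified by BacTiter-Glo.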
EPAC2 ag: activates human EPAC2 exchange factor; Q8WZA2; EPAC2 activation, biochemical qHTS; response scale: 100% = 6.5 mM cAMP response; actives 0.079% (n = 360,000); Potency, µM (highest dose often 154 µM), without a hit: top-dose activation, hits mostly activators; note: potency is the fitted concentration of half-maximal effect; nearly all actives have a fitted effect of over 50% in size
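Exchange assay: 100 nM EPAC2 with 250 nM Rap1B-BODIPY-GDP and 50 uM GDP. Fluorescence (ex 480/em 540 nm) read every 5 min for 30 min at room temperature. Data normalized to 6.5 mM cAMP as agonist control.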
D3 antag: blocks the human D3 dopamine receptor | P35462 | D3R cells, DiscoveRx beta-arrestin luminescence, antagonist mode; stronger effect = lower value | max response, negative = inhibition, % | actives 2.5% (n = 360,000); in the data active = max response below about -50%; inconclusive = no clear call, values can overlap the other calls; note: % is set by controls: 0 for no effect and ±100 for the full control effect; mostly tested at two doses, the higher about 12 µM
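Cells plated overnight at 1500 cells/well, then exposed to library compounds with dopamine controls for 90 minutes at 37 degrees C. DiscoveRx reagent added for 30–60 minutes at room temperature; luminescence read, quantitative HTS format.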
Abeta rescue: compounds reversing amyloid beta toxicity in yeast | yeast expressing A-beta42, growth rescue, OD600, 48 h; response scale: 0% DMSO, 100% iron-clioquinol control | Potency, µM (top dose mostly 46.1 µM), for inactives: at the top dose growth rescue, hits mostly activators | actives 0.063% (n = 410,000) | AID 1347071; note: potency is the fitted concentration of half-maximal effect; nearly all actives have a fitted effect of over 55% in size
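Yeast A-beta toxicity model in growth medium with pinned compounds, 48 h at 30 C; growth read as absorbance at 600 nm. Normalized to FeCl3/clioquinol equimolar mix (positive) and DMSO (negative).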
aSyn rescue: rescues yeast growth from alpha-synuclein toxicity. Yeast expressing alpha-synuclein, growth rescue, BacTiter-Glo, 24 h. actives 0.14% (n = 370,000). Potency, µM (top dose mostly 46.1 µM), for the others: at the highest dose growth rescue (activation), usual class: activators; note: potency is the fitted concentration of half-maximal effect; % of control where 0% means no effect; nearly all actives have a fitted effect of over 65% in size
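Screening used galactose-induced yeast with toxic alpha-synuclein levels, exposed to compound for 24 hr at 30 deg C. Cell growth, read with BacTiter-Glo luminescence, gave the measured signal.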
FUS yeast rescue: suppressors of FUS proteinopathy in yeast. S. cerevisiae FUS-expressing, growth rescue, OD600, 24 h. Potency, µM (titrated, usually from 76.6 µM), for inactives: at the top dose growth rescue (activation), most hits filed as activators. actives 0.24% (n = 390,000). AID 1347120;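 note: potency is the fitted concentration of half-maximal effect; plate controls were DMSO vehicle for no effect and reference control for full effect; nearly all actives have a fitted effect of over 55% in size; some results filed as inactive show a strong effect at the top dose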
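Steps: raffinose overnight preculture; dilution to OD 0.005 in 2% galactose minimal medium; compound addition (concentration series); 24hr at 30C, 99% humidity; absorbance read at 600 nm.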
* marks the source's active call; other numbers are inactive results; ? = inconclusive; nt = not tested or not shown; & = joins results of further samples; [ ] = dose if it differs, or a comment. Unless noted, calls come from the whole dose curve; as a rule, active = well fitted curve in the direction sought with a large enough effect; inconclusive = small, poorly fitted or top-dose-only effect, or another doubt; inactive = no such curve, though single readings can be large; an effect the other way counts as inactive or inconclusive. These rows are one share of the data (hit frequency here may not be typical).

nr | SMILES | TDP43 rescue | EPAC2 ag | aSyn rescue | D3 antag | Abeta rescue | EPAC2 antag | FUS yeast rescue | D3 ag
1 | CC(=O)Nc1nc(-c2ccc([N+](=O)[O-])cc2)cs1 | 10% | 1% | 6% | 7 | -10% | 11% | 5% | 1
2 | Cn1c(NCCO)nc2c1c(=O)n(Cc1cccc(Cl)c1)c(=O)n2C | -14% | 8% | -8% | -11 | -5% | 3% | -24% | -1
3 | COc1ccc(C)cc1NC(=O)CSc1nc(SC)ns1 | ? | 11% | -6% | -14 | 11% | -6% | 7% | 10
4 | CCOCCCNC(=S)N(CCN(CC)CC)Cc1cc2cc3c(cc2[nH]c1=O)OCCO3 | -9% | 19% | -2% | -6 | -10% | 1% | 16% | -18
5 | C=CCNc1oc(-c2ccc(Cl)cc2)nc1C#N | nt | -1% | nt | nt | -22% | -21% | 2% | nt
6 | CCN1C(=O)/C(=C2\C=Cc3ccccc3N2CC)SC1=S | -15% | 0% | -11% | -91* | -21% | -3% | 1% | -14
7 | CC1CCCCC1NC(=O)COC(=O)/C=C/c1ccc2c(c1)OCO2 (stereo unspecified) | 28% | 5% | -6% | -20 | 4% | -4% | 7% | 1
8 | O=S(=O)(NCC(c1cccnc1)N1CCOCC1)c1ccc(Cl)cc1 (stereo unspecified) | 7% | 1% | 0% | 4 | 10% | 1% | 7% | 0
9 | CCOC1=C2CN(S(=O)(=O)c3ccc(C)cc3)[C@H](c3ccccc3)C[C@@H]2N(S(=O)(=O)c2ccc(Br)cc2)[C@H](c2ccccc2)C1 | -4% | 1% | 18% | 77 | -9% | 0% | -22% | 3
10 | COc1ccc(-c2cc3c(=O)n(CC(=O)NCc4ccc(Cl)cc4)ncn3n2)cc1 | 4% | 7% | 3% | 11 | -8% | -5% | -19% | 5
11 | CN1CCN(C(=O)c2ccc(-n3cccc3)cc2)CC1 | 0% | 3% | -2% | -22 | 0% | 7% | 27% | 1
12 | CCOC(=O)C1CCN(S(=O)(=O)c2cn(C)c(C)n2)CC1 | -11% | 12% | 2% | 20 | 3% | 14% | 14% | 6
13 | CCOc1ccccc1CN(Cc1ccco1)S(=O)(=O)c1ccc(-n2cnnn2)c(OC)c1 | -8% | 13% | 14% | 9 | 24% | -2% | 21% | -10
14 | C=CCN1C=C2C(=O)C(C)(OC(=O)CCC(=O)OC)C(=O)C(Br)=C2C=C1c1ccc(OC)cc1 (stereo unspecified) | -29% | 30% | 2% | 7 | 4% | 9% | ? | -3
15 | COCCNC(=O)c1cc2c(c(-c3cccc(-c4cccc(OC)c4)c3)n1)[C@H](CCO)N(S(=O)C(C)(C)C)C2 (stereo partly specified) | ? | 8% | 1% | 0 | -1% | 6% | 13% | 11
16 | O=C(Nc1ccc(F)cc1F)N1CCCN(CCOc2ccccc2)CC1 | 12% | 14% | -2% | -70* | -2% | 9% | -8% | -12
17 | CC1(C)CC2(CCO1)OC(=O)CC2C(=O)Nc1c(Cl)cccc1Cl (stereo unspecified) | 20% | 5% | -2% | 8 | 8% | 7% | -19% | 7
18 | O=C(OCC(=O)N(CCc1ccccc1)Cc1ccccc1)c1ccccc1O | -18% | 18% | 16% | -3 | 0% | 11% | 22% | -13
19 | CCOC(=O)C1=C(COC(=O)/C=C/c2cccc(Cl)c2)NC(=O)NC1C (stereo unspecified) | -8% | -5% | -8% | -6 | -5% | 9% | -13% | -4
20 | CCOc1ccc(NC(=O)Cn2c(=O)oc3ccccc32)cc1 | 13% | -1% | 1% | -7 | 5% | -6% | 8% | 0
21 | O=C(CSc1nc(C(F)(F)F)cc(=O)[nH]1)NCC1CCCO1 (stereo unspecified) | 20% | 2% | 3% | 7 | -7% | 3% | 7% | 1
22 | N#Cc1cc2cc3c(cc2nc1SCC(=O)N1CCOCC1)OCCO3 | -13% | 10% | -3% | -18 | 4% | 2% | 9% | 6
23 | CC(=O)C12C3C4C(C5C1C3C5(Br)C41OCCO1)C21OCCO1 (stereo unspecified) | -2% | 6% | 0% | 1 | 10% | -3% | 6% | 13
24 | COc1ccc(NC(C)=O)cc1CP(=O)(c1ccccc1)c1ccccc1 | -2% | 16% | -3% | 10 | -1% | 1% | -12% | -1

Complete entries from above:
`CCOC(=O)C1=C(COC(=O)/C=C/c2cccc(Cl)c2)NC(=O)NC1C` (stereo unspecified) is listed as TDP43 rescue = -8%; EPAC2 ag = -5%; aSyn rescue = -8%; D3 antag = -6; Abeta rescue = -5%; EPAC2 antag = 9%; FUS yeast rescue = -13%; D3 ag = -4
`CCOc1ccccc1CN(Cc1ccco1)S(=O)(=O)c1ccc(-n2cnnn2)c(OC)c1` is listed as TDP43 rescue = -8%; EPAC2 ag = 13%; aSyn rescue = 14%; D3 antag = 9; Abeta rescue = 24%; EPAC2 antag = -2%; FUS yeast rescue = 21%; D3 ag = -10

New compounds follow.
nr | SMILES | TDP43 rescue | EPAC2 ag | aSyn rescue | D3 antag | Abeta rescue | EPAC2 antag | FUS yeast rescue | D3 ag
25 | Cc1cc(C(=O)O[C@H]2[C@H](Cc3ccccc3)NS(=O)(=O)[C@H]3C[C@@H]4C=C[C@]23O4)ccc1[N+](=O)[O-] | 1% | 8% | 14% | 0 | 9% | -10% | ? | -12
26 | COc1cc(OC)cc(C(=O)NNC(=S)NC2CC2)c1 | ? | 6% | -7% | 2 | -19% | 7% | -15% | 9
27 | Cc1ccc(NS(=O)(=O)c2ccc(Br)s2)nc1 | 3% | 8% | 16% | 13 | 14% | 3% | 11% | 5
28 | COc1ccc(-c2nc3scc(CCNS(=O)(=O)c4cc(F)ccc4OC)n3n2)cc1OC | ? | nt | nt | nt | 1% | nt | 31% | -15
29 | CSc1ncccc1C(=O)OCC(=O)NCc1ccc2c(c1)OCO2 | 11% | 5% | -1% | 16 | 5% | -2% | -25% | -1
30 | COc1cc(SC)ccc1C(=O)NNC(=O)c1cc(C)oc1C | -23% | 0% | -46%[inhibitor] | 22 | -62%[inhibitor] | 3% | -1% | 0
31 | O=C(Cn1cc(SCc2ccc(Cl)cc2)c2ccccc21)N1CCOCC1 | ? | 11% | 24% | -28 | ? | -8% | 34% | 2&2
32 | COc1ccc(-c2nn(-c3ccccc3C)cc2CNCc2cccnc2)cc1F | 8% | 7% | 1% | 7 | -2% | 9% | 6% | -3
33 | O=C1c2ccccc2CN1C(CO)c1ccccc1 (stereo unspecified) | -1% | -1% | 1% | 0 | 8% | -17% | -17% | 0
34 | O=[N+]([O-])c1ccc(-c2nc(C(Cl)Cl)c3ccccc3n2)cc1 | -9%[1.82 µM] | -2% | -1% | -59* | 5% | 2% | 8% | -13
35 | CCCN(CC(=O)Nc1ccccc1OC)C(=O)CCC(=O)c1ccc(F)cc1 | 1% | -2% | 1% | -12 | 6% | 1% | nt | -2
36 | Cn1cncc1C(=O)c1ccccc1 | 4% | 10% | -4% | -6 | 6% | -1% | -22% | -1
37 | CN(Cc1ccccc1)CC(O)CN(C)Cc1ccccc1 | -11% | 8% | -4% | -22 | 10% | 3% | -6% | -13
38 | COc1ccccc1CNCC(O)(c1ccc(Cl)cc1)c1ccc(Cl)cc1 | 9% | -3% | -15% | -83* | ? | 9% | 26% | -18
39 | CC(C)(C)OC(=O)NC(=NCCCc1cn(CC(=O)N2CCN(C(=O)OC(C)(C)C)CC2)nn1)NC(=O)OC(C)(C)C | 17% | -7% | 0% | 7 | -1% | 3% | -24% | 18
40 | CCN(CC)CCCn1c(=S)[nH]c2cc(C(=O)OC)ccc2c1=O | -17% | 4% | -5% | 22 | -4% | 4% | 30% | -3
41 | O=P(OCC1CCCO1)(OCC1CCCO1)OCC1CCCO1 (stereo unspecified) | 4% | 0% | -4% | 1 | 0% | -5% | nt | -1
42 | CCOc1ccc(NC(=O)c2cn(C3CCCCC3)c(=O)c3c2c2ccccc2n3C)cc1 | 0% | nt | nt | nt | 3% | nt | -25% | 0
43 | COC(=O)CN1C(=O)C(O)(CC(=O)c2ccc(Cl)cc2)c2ccccc21 (stereo unspecified) | 16% | 4% | 4% | 5 | 4% | -9% | -7% | -2
44 | CC(=O)c1ccc(OCCCC(=O)NC2CCCc3ccccc32)cc1 (stereo unspecified) | 20% | 6% | 13% | 0 | -2% | -1% | nt | 1
45 | COc1cc(OC)cc(C(=O)Nc2nnc(-c3cccnc3)o2)c1 | ? | -1% | 2% | 16 | ? | -9% | 13% | -4
46 | COC[C@@H]1CCCN1c1ccc2c(c1)O[C@@H](COCc1ccccc1)CN([C@H](C)c1ccccc1)S2(=O)=O | 13% | 11% | -1% | -11 | -6% | 6% | ? | 2
47 | CC(=O)Nc1ccc(C(=O)N(C2=NC(C)CS2)c2ccc(Cl)cc2)cc1 (stereo unspecified) | 10% | 4% | 1% | 1 | 4% | -13% | 26% | 1
48 | Cc1nc(/C(N)=N/OC(=O)c2c(-c3ccccc3Cl)noc2C)cs1 | 4% | -3% | -14% | 2 | -28% | 1% | -1% | -4
49 | CCC(=O)Nc1ccccc1N1CCN(c2ccc(F)cc2)CC1 | nt | 4% | 3% | ? | 18% | 0% | 22% | -7
50 | COC(=O)c1cn(-c2ccccc2)c(C)c1C(=O)OC | 7% | 3% | 3% | -2 | 1% | 1% | 17% | -1
51 | Cc1c(C(=O)N2CCOCC2)sc2nc(-c3ccccc3)cn12 | -6% | -5% | 1% | 14 | 11% | 13% | nt | 3

Pulled by compound from above:
nr | SMILES | TDP43 rescue | EPAC2 ag | aSyn rescue | D3 antag | Abeta rescue | EPAC2 antag | FUS yeast rescue | D3 ag
47 | CC(=O)Nc1ccc(C(=O)N(C2=NC(C)CS2)c2ccc(Cl)cc2)cc1 (stereo unspecified) | 10% | 4% | 1% | 1 | 4% | -13% | 26% | 1
46 | COC[C@@H]1CCCN1c1ccc2c(c1)O[C@@H](COCc1ccccc1)CN([C@H](C)c1ccccc1)S2(=O)=O | 13% | 11% | -1% | -11 | -6% | 6% | ? | 2
43 | COC(=O)CN1C(=O)C(O)(CC(=O)c2ccc(Cl)cc2)c2ccccc21 (stereo unspecified) | 16% | 4% | 4% | 5 | 4% | -9% | -7% | -2
